Pin1 inh: inhibitors of human Pin1; Q13526; Pin1 FP peptide displacement, HiFluor488, 10 min; 390,000 tested, 0.009% active; Potency, µM (titrated, usually from 115 µM), inactives show top-dose activity, negative = inhibition, hits mostly inhibitors; active = well fitted inhibition curve with a large enough effect in the polarisation, with a control signal flat, not every such curve was filed as active; inconclusive = small, poorly fitted or top-dose-only effect, or effect the other way, or a change in a side signal; inactive = no such curve, though single readings can be large or run the other way; the % refers to the polarisation; also: potency is read from the fitted curve at half-maximal effect; % is scaled to controls: 0 for no effect and ±100 for the full control effect
Target sequence (Q13526 whole entry, looked up): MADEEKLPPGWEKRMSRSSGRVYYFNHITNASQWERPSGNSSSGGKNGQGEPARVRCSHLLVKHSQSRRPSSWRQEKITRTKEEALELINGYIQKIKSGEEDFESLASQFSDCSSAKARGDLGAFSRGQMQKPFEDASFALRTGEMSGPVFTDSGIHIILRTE
BAZ2B inh: BAZ2B (human) inhibition | Q9UIF8 | AlphaScreen BAZ2B-H3K14Ac peptide displacement | Potency, µM (series often up to 114 µM), for the others: top-dose activity change, negative = inhibition, usual class: inhibitors | 360,000 tested, 4.4% active; also: potency is read from the fitted curve at half-maximal effect; % is scaled to controls: 0 for no effect and ±100 for the full control effect; nearly all actives have a fitted effect of over 60% in size
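AlphaScreen displacement of biotin-H3(5-23)K14Ac peptide (50 nM final) from BAZ2B (50 nM final) in PBS pH 7.4, 0.01% Tween-20; complex preformed 30 min RT, then compounds (top 110 uM) 30 min RT, beads 20 min dark.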
PI4K2A block: PI4K2A (human) kinase inhibition | purified PI4K2A, ADP-Glo luminescence, 1 h; stronger effect = lower value | 420,000 tested, 0.13% active | activity change, negative = inhibition, % at 76.9 µM; in the data active = activity change below about -50%; inconclusive = mostly about -30% to -49%;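 also: -100% = wells without enzyme as full effect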
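Compounds are screened against recombinant PI4K2A using PI as substrate and ATP, the latter dispensed at 300 microM. Reactions run one hour at ambient temperature before ADP-Glo detection; full inhibition defined by wells lacking enzyme.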
POLH inh: inhibitors of human DNA polymerase eta; AID 588591; Potency, µM (series often up to 114 µM), without a hit: at the top dose activity change, negative = inhibition, actives largely listed as inhibitors; recombinant Pol eta, fluorescent DNA replication assay; Q9Y253; 390,000 tested, 1.2% active; also: potency is read from the fitted curve at half-maximal effect; % is scaled to controls: 0 for no effect and ±100 for the full control effect
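Pol eta (10 nM) was preincubated with compounds for 15 min at room temperature, after which fluorescent replication substrate (50 nM final) was added to start the reaction. Fluorescence was read kinetically at 0 and 10 min.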
GLS inhibitor: inhibitors of human glutaminase (GLS). Potency, µM (titrated, usually from 45.5 µM), for inactives: top-dose activity change, negative = inhibition, usual class: inhibitors. O94925. 410,000 tested, 0.21% active. GLS enzymatic activity, qHTS titration; also: potency is read from the fitted curve at half-maximal effect; % is scaled to controls: 0 for no effect and ±100 for the full control effect
Target sequence (O94925 whole entry, looked up): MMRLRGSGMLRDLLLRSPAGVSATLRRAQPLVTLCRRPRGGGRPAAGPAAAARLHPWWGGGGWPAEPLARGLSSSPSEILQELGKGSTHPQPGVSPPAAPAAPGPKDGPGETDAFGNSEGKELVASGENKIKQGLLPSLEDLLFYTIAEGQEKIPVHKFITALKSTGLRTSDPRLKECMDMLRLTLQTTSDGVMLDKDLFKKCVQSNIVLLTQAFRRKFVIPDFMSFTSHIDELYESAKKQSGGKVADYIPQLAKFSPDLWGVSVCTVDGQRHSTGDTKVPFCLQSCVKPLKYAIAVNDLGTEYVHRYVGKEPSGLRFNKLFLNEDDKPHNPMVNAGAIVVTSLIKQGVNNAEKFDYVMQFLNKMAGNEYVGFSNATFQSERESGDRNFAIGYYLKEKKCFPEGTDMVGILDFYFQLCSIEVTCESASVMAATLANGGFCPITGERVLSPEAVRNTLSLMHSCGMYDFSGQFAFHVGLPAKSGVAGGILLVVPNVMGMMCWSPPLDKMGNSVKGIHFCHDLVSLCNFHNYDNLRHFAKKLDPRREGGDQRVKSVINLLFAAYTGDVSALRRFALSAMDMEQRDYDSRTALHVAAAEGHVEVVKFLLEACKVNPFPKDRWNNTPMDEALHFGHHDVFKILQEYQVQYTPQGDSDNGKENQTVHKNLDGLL
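hKGA in 45 mM KH2PO4 pH 8.2, 0.02% Tween-20 with pin-transferred compounds; 1 mM L-glutamine (stock) plus glutamate oxidase/HRP/Amplex Red coupling added. Fluorescence read initially and after 30 min at RT.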
JMJD2A Tudor inh: inhibitors of human JMJD2A Tudor domain | O75164 | AlphaScreen JMJD2A-Tudor / H3K4me3 peptide binding | Potency, µM (titrated, usually from 114 µM), for inactives: at the top dose activity change, negative = inhibition, actives largely listed as inhibitors | 390,000 tested, 4.4% active; also: potency is read from the fitted curve at half-maximal effect; % is scaled to controls: 0 for no effect and ±100 for the full control effect; nearly all actives have a fitted effect of over 50% in size
PGK inhibitor: blocks T. brucei phosphoglycerate kinase. P07378. PGK/GAPDH coupled, Kinase-Glo luminescence, 60 min. Potency, µM (series often up to 57.5 µM), for inactives: at the highest dose activity change, negative = inhibition, most hits filed as inhibitors. 380,000 tested, 0.043% active. AID 602233; also: potency is read from the fitted curve at half-maximal effect; % is scaled to controls: 0 for no effect and ±100 for the full control effect; nearly all actives have a fitted effect of over 60% in size
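Luminescent ATP detection (Kinase-Glo Plus) follows a 60-minute room-temperature incubation, with wells lacking PGK as controls. Buffer: 100 mM TEA (pH 7.6), 5 mM MgCl2, 0.01% Tween-20. Coupling enzyme GAPDH (100 nM final) supplies unstable 1,3-BPG in-well.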
HP1b binding inh: blocks HP1-beta chromodomain binding to methylated histone tails. P83916. AlphaScreen HP1-beta / biotin-H3K9me3 peptide binding. Potency, µM (titrated, usually from 114 µM), inactives show at the highest dose activity change, negative = inhibition, usual class: inhibitors. 390,000 tested, 0.56% active; also: potency is read from the fitted curve at half-maximal effect; nearly all actives have a fitted effect of over 70% in size; inactives centre near 23
Target sequence (P83916 whole entry, looked up): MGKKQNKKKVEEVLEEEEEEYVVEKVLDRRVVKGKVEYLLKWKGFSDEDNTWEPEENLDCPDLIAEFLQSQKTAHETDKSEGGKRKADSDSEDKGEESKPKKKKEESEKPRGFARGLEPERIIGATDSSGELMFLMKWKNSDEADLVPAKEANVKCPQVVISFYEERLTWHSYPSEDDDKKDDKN
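Compound inhibition of the preformed complex between 50 nM HP1-beta and 50 nM biotinylated H3K9me3 peptide was read by AlphaScreen. Buffer was PBS pH 7.4 with 0.01% Tween-20. Incubations ran 30 min at room temperature, with 10 ug/mL donor/acceptor beads.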
G9a block: G9a (human) methyltransferase inhibition; G9a H3K9 monomethylation, AlphaScreen, 2 h; Potency, µM (top dose mostly 102 µM), for the others: top-dose activity, negative = inhibition, most hits filed as inhibitors; 350,000 tested, 8.8% active; also: potency is read from the fitted curve at half-maximal effect; % is scaled to controls: 0 for no effect and ±100 for the full control effect; nearly all actives have a fitted effect of over 75% in size
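Signal arises when biotinylated H3K9 peptide, once monomethylated, bridges streptavidin donor and antibody-captured acceptor beads. Enzyme at 20 nM was preincubated 15 min with test compounds; peptide 500 nM and SAM 20 uM then reacted for 2 h.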
Numbers without * were called inactive; i = inactive; ? = inconclusive; · = no result given; & = joins results of further samples; [ ] = dose if it differs, or a comment. Unless noted, calls follow the shape of the dose curve; as a rule, active = well fitted curve in the direction sought with a large enough effect; inconclusive = small, poorly fitted or top-dose-only effect, or another doubt; inactive = no such curve, though single readings can be large; an effect the other way counts as inactive or inconclusive. An excerpt; rates above refer to the full screens.

GLS inhibitor	PI4K2A block	JMJD2A Tudor inh	Compound	POLH inh	Pin1 inh	PGK inhibitor	G9a block	HP1b binding inh	BAZ2B inh
4%	-2	-14%	COc1ccc(N(C)S(=O)(=O)c2cccc(C(=O)NC3CCCC3)c2)cc1	-8%	1%	-4%	-4%	16%	21%
1%	-5	-29%	CC(=O)c1c(N2CCN(Cc3ccccc3)CC2)nc(=S)n(-c2ccccc2)c1C	0%	22%	1%	?	20%	-22%
-10%	11	-10%	c1ccc(C2OC3c4cccc5cccc(c45)C3N2c2ccccc2)cc1 (centres undefined)	-15%	-18%	-1%	24%[59 µM]	48%[activator]	9%
0%	-3	-8%[11.4 µM]	Cc1ccc(C)c(NC(=O)CN(C)C(=O)c2cc3ccccc3o2)c1	-9%	1%	-2%	-10%	30%[activator]	-20%
4%	3	-4%	COc1ccc(NC(=O)C2CCCN2S(=O)(=O)c2ccc(F)cc2)cc1 (centres undefined)	0%	3%	1%	-9%	20%	8%
2%	-1	4%	COc1cc(NS(=O)(=O)c2ccc(NC(=O)COc3ccc(Cl)cc3Cl)cc2)nc(OC)n1	-5%	0%	-12%	?	88%[activator]	6%
-4%	3	-1%	COc1ccccc1CNC(=O)c1ccc(NS(=O)(=O)c2c(C)noc2C)cc1	13%	-14%	2%	-11%	15%	-7%
8%	-6	?	c1ccc(CN2CCC3(CC2)Nc2ccccc2S3)cc1	-13%	-4%	-2%	-40%[59 µM]	-11%	?
27%	1	13µM*	CCOC(=O)c1cnc2ccc(C)cc2c1Nc1ccc(N(CC)CC)cc1	-27%	18%	i	4.5µM*	10µM*	3.5µM*
4%	4	-19%	COc1ccc(Cc2nnc(NC(=O)CSc3ccccc3)s2)cc1OC	-7%	8%	-5%	-28%[59 µM]	31%	-13%
?	-1	-16%	Cc1csc(Nc2ccc(Cl)cc2)n1	-20%	12%	-7%	45µM*	4%	?
-14%	-1	-5%	COC(=O)c1ccccc1NC(=O)NCCc1ccccc1OC	-20%	3%	-6%	2%	50%[activator]	-30%
16%	-3	-22%	COC(=O)c1cc(CN2CCN(c3ccccc3)CC2)ccc1O	4%	0%	3%	25%[0.501 µM]	27%	-35%
-21%	3	-12%	CCCCN1C(=O)c2ccc(C(=O)Nc3ccccc3N3CCOCC3)cc2C1=O	-13%	4%	-10%	?	3%	-19%
0%	7	-4%	N=c1c(C(=O)NC2CCCCC2)cc2c(=O)n3ccccc3nc2n1Cc1cccnc1	-11%	?	3%	20%	28%	5%
-1%	-2	-14%	COc1ccc(C(=O)NC2CCN(C(=S)Nc3ccc(C)cc3)CC2)cc1	-2%	-4%	4%	18%	4%	4%
25%	6	-15%	CCOC(=O)C1CCN(c2c(Nc3ccc4c(c3)OCCO4)c(=O)c2=O)CC1	-12%	-7%	-8%	?	22%	-6%
6%	-15	-34%	C=CCOC(=O)C1=C[C@@H](c2ccc3c(c2)OCO3)C[C@@H](OCCCCO)O1	?	-7%	-5%	·	15%	·
16%	4	?	O=c1cc(CN2CCOCC2)c2ccc(O)c(O)c2o1	-5%	?	·	7.9µM*	42%[activator]	-9%
5%	2	-15%	CN1CCN(C(=O)C2=C[C@H](C3CCCCC3)C[C@H](OCc3ccc(CO)cc3)O2)CC1	-2%	-9%	1%	19%[12.7 µM]	26%	-19%
-1%	-6	-24%	CCOc1ccc(S(=O)(=O)NCCC(=O)NCCOc2ccccc2OC)cc1	-12%	-2%	-2%	-31%	26%	5%
0%	0	-13%	CCCSc1nnc(CSc2nc3nc(C)cc(C)n3n2)o1	-3%	-2%	-4%	29%[12.7 µM]	18%	-18%
-1%	-2	-10%	COCCCNC(=O)c1sc2nc3n(c(=O)c2c1C)CCC3	14%	-5%	-9%	-17%[59 µM]	32%	-1%
-5%	-1	9%[57.1 µM]	CCOc1ccc(C(=O)COC(=O)CNC(=O)C2CCCCC2)cc1	-2%	9%&0%	-8%	13%[12.7 µM]	14%[57 µM]	-1%
-1%	-1	-17%	COc1ccc(NC(C)=O)c([N+](=O)[O-])c1[N+](=O)[O-]	1%	0%	-9%	·	8%	·
18%	3	16µM*	S=c1[nH]ccn1-c1cccc(Cl)c1Cl	-18%	-9%	-3%	5.6µM*	45%[activator]	-7%
0%	-6	-16%	O=C(O)c1ccccc1-c1ccccc1C(=O)Nc1cccc(Br)c1	5%	-6%	-1%	45µM*	-24%	-25%
-1%	6	-12%	O=S(=O)(c1ccc(Cl)nc1)N1CCOCC1	-9%	-3%	-4%	·	16%	·
1%	2	-11%	CCOc1ccccc1N1CCN(C(=O)c2c(Cl)cnn2C)CC1	-21%	0%	-9%	6%	29%	-10%
12%	-12	-24%	Cc1ccc([C@@H]2C3COCC=C3C(C#N)=C(N)C2(C#N)C#N)o1 (some centres undefined)	-7%	?	1%	?	25%	4%
-2%	-1	5%	O=c1cc(CSCc2ccc(Cl)cc2)[nH]c(=O)[nH]1	-19%	8%	4%	10%	27%	-8%
9%	6	-14%	CN(C)Cc1ccc(CNC(=O)c2ccc(Cl)c(S(=O)(=O)NC3CC3)c2)cc1	-11%	1%	-4%	3%[12.7 µM]	16%	8%
4%	2	-15%	Cc1cc(C(=O)Nn2c(C)nc3ccccc3c2=O)ccc1[N+](=O)[O-]	-23%	5%	-7%	-2%	-1%	-3%
1%	2	-12%	CCCOc1cccc(NC(=O)OC2CCN(C)CC2)c1	-21%	-1%	9%	-49%[59 µM]	8%	-6%
-3%	-9	7%	Cc1cccnc1NC(=O)c1ccc(COc2ccccc2)o1	3%	-1%	-1%	-4%	31%	-21%
5%	20	-5%	Cc1cccc(N2CC(C(=O)OCC(=O)Nc3sccc3C(N)=O)CC2=O)c1C (centres undefined)	-17%	-1%	0%	·	10%[57 µM]	·
2%	-1	-24%	CCCn1c(N)c(C(=O)CSc2nc3ccccc3n2CCC#N)c(=O)n(C)c1=O	?	-1%	3%	?	-1%	4%
13%	-3	50µM*	Cc1ccc(C(=O)c2cc3c(cc2N)OCCO3)cc1	-13%	0%	2%	28µM*	-15%	35µM*
1%	-3	-3%	COC(CNC(=O)C1CC(=O)N(CCc2ccc(C)cc2)C1)OC (centres undefined)	-19%	5%	i	12%	25%	12%
-4%	6	4%	O=S(=O)(Nc1cccc(-c2nnco2)c1)c1ccc(Cl)cc1	-11%	0%	i	·	42%[activator]	2%

Reprinted at random: 3 compounds from above
GLS inhibitor	PI4K2A block	JMJD2A Tudor inh	Compound	POLH inh	Pin1 inh	PGK inhibitor	G9a block	HP1b binding inh	BAZ2B inh
-3%	-9	7%	Cc1cccnc1NC(=O)c1ccc(COc2ccccc2)o1	3%	-1%	-1%	-4%	31%	-21%
9%	6	-14%	CN(C)Cc1ccc(CNC(=O)c2ccc(Cl)c(S(=O)(=O)NC3CC3)c2)cc1	-11%	1%	-4%	3%[12.7 µM]	16%	8%
-2%	-1	5%	O=c1cc(CSCc2ccc(Cl)cc2)[nH]c(=O)[nH]1	-19%	8%	4%	10%	27%	-8%

Following part.
GLS inhibitor	PI4K2A block	JMJD2A Tudor inh	Compound	POLH inh	Pin1 inh	PGK inhibitor	G9a block	HP1b binding inh	BAZ2B inh
1%	2	-1%	CCNC(=S)N1CCC(C(=O)c2ccc3c(c2)OCCO3)CC1	-11%	-3%	-4%	5%	33%	-4%
-10%	-7	-21%	Cc1ccc(NS(=O)(=O)c2ccc(C(=O)NCC(c3ccco3)N(C)C)cc2)cc1 (centres undefined)	-19%	-2%	i	24%	27%	-35%
-7%	5	-2%	CC(C)(C)[C@H]1C=C(C(=O)NC2CC2)O[C@@H](OCCCCO)C1	-19%	-3%	-4%	16%[12.7 µM]	33%	-8%
6%	4	-30%	CN(C)CCNC(=O)c1ccc(-n2c(-c3ccccc3)cc3c2CCCC3)cc1	-10%	1%	3%	-28%[59 µM]	12%	?
4%	-7	-11%	O=C(N/N=C/c1cnc2ccccc2n1)c1cccc(F)c1	-11%	2%	-3%	0%[59 µM]	32%	0%
10%	-5	-4%	COc1ccc(NS(=O)(=O)c2ccc(C(=O)Nc3c(C)n(C)n(-c4ccccc4)c3=O)cc2)cc1	-17%	-5%	0%	·	10%	·
-2%	2	-20%	CCOC(CCn1ccc(O)c(Cc2ccc(Cl)cc2)c1=O)OCC	-6%	-1%	0%	11%	17%	3%
-1%	1	-13%	CCOC(=O)NC(=O)/C(C=Nc1ccc(Cl)cc1)=C(\C)O	-7%	-7%	i	14%	38%	-2%
2%	-7	5%	Cc1cccc(NC(=O)CN2C(=O)c3cccc4cccc2c34)c1C	7%	0%	-3%	-3%[59 µM]	27%	7%
0%	-4	-6%	COc1ccc(-c2noc(CN(C)C3CCOCC3)n2)cc1	-5%	1%	-9%	1%	41%[activator]	-11%
-4%	-1	-4%	CN1CCN(C2(CNC(=O)COc3ccc(C(C)(C)C)cc3)CCCCC2)CC1	-14%	-9%	i	8%[59 µM]	54%[activator]	-25%
-8%	1	-29%	Cc1cc(C(=O)COC(=O)C2=NNC(=O)CC2)c(C)n1-c1ccccc1	-14%	2%	-2%	-14%[59 µM]	14%	-30%
7%	3	-4%	Cc1ccc(C)c(OCCCC(=O)Nc2nccs2)c1	9%	-6%	7%	1%[59 µM]	47%[activator]	1%
-1%	-10	0%	CCOC(=O)C1CCN(C(=O)COc2ccc(N(C)S(=O)(=O)c3cccs3)cc2)CC1	-17%	0%	4%	15%[59 µM]	40%	20%
4%	0	-6%	CCC(=O)Nc1ccc(C(=O)CSc2nnc(-c3ccc(O)cc3)n2CC2CCCO2)cc1OC (centres undefined)	-19%	-10%	9%	-5%[12.7 µM]	25%	-3%
